ATG4B inh: blocks human ATG4B protease cleavage of LC3 substrate; ATG4B cleavage of LC3-PLA2, NBD-HPC fluorescence, 1 h; 340,000 compounds, 0.51% hits; AID 504462; inhibition, % at 8.33 µM; Q9Y4P1; in the data active = inhibition above about 40%
Target sequence (Q9Y4P1 whole entry, looked up): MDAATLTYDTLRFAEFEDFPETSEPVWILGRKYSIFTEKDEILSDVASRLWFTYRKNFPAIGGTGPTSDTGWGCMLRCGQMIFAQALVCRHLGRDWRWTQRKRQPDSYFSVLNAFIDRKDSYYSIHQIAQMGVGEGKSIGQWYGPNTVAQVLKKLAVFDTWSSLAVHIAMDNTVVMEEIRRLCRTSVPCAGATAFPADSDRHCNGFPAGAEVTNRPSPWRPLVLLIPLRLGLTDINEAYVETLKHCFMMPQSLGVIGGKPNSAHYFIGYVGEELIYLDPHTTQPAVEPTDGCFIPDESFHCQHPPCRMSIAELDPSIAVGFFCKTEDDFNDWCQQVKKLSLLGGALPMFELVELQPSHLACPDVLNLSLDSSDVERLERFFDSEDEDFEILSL
PfGluPho inh: PfG6PD (Plasmodium falciparum) enzyme inhibition; 350,000 compounds, 0.78% hits; AID 504690; inhibition, % at 20 µM; PfGluPho enzyme, NADPH resazurin-diaphorase fluorescence;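 active = inhibition reaching at least a set limit at 20 µM in the primary screen, cut at about 59% in these data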;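 also: 0% = DMSO wells with substrate and 100% = DMSO wells lacking glucose-6-phosphate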
mIAP block: blocks mouse intestinal alkaline phosphatase; inhibition, % at 10 µM; purified mouse IAP, CDP-Star luminescence, 30 min; 330,000 compounds, 0.2% hits;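 active = inhibition of at least 40% at 10 µM in the primary screen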;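 also: plate controls were DMSO with enzyme for no effect and no enzyme wells for full effect; values of inactives mirror those of a sister screen read the other way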
HKDC1 inh: HKDC1 (human) hexokinase inhibition; Q2TB90; recombinant HKDC1, G6PDH/diaphorase resazurin coupled fluorescence; inhibition, % at 20 µM; 340,000 compounds, 0.16% hits;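 active = inhibition above about 35% when tested at 20 µM, limit read from the data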;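 also: plate controls were DMSO wells with enzyme for no effect and DMSO wells lacking enzyme for full effect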
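Test system: Recombinant HKDC1 (HK5) hexokinase enzyme, produced in-house | Input: HKDC1 at 5 µg/mL | Buffer or medium: Tris pH 8.0 buffer with MgCl2, Tween-20, BSA, BME | Schedule: 90 min reaction incubation at room temperature, dark | Technique: Resazurin-to-resorufin fluorescence via G6PDH and diaphorase coupling, 525/613 nm | Controls: DMSO wells with and without enzyme mix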
mIAP activ: mouse IAP activation | muIAP, CDP-Star luminescence, 30 min; stronger effect = higher value; 1 = vehicle-only enzyme signal, 0 = enzyme-free wells | activation factor at 10 µM | 330,000 compounds, 0.24% hits | AID 2805;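 active = activation factor of at least 2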; also: the source names both 10 and 20 µM as test concentration; values of inactives mirror those of a sister screen read the other way
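Assay system: mouse IAP enzyme / Compound: DMSO-dissolved test compounds / Timing: 30 min, room temperature / Measured by: luminescence from enzymatic CDP-Star hydrolysis / Control set: DMSO-only wells, enzyme-free buffer wells as negative control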
hIAP inh: blocks human intestinal alkaline phosphatase. inhibition, % at 10 µM. 330,000 compounds, 0.12% hits. P09923. purified IAP, CDP-Star luminescence, 30 min. AID 2544;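 active = inhibition reaching a set limit with compound at 10 µM in the primary screen, cut at about 35% in these data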;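 also: plate controls were DMSO wells with enzyme for no effect and no-enzyme buffer wells for full effect; values of inactives mirror those of a sister screen read the other way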
Target sequence (P09923 whole entry, looked up): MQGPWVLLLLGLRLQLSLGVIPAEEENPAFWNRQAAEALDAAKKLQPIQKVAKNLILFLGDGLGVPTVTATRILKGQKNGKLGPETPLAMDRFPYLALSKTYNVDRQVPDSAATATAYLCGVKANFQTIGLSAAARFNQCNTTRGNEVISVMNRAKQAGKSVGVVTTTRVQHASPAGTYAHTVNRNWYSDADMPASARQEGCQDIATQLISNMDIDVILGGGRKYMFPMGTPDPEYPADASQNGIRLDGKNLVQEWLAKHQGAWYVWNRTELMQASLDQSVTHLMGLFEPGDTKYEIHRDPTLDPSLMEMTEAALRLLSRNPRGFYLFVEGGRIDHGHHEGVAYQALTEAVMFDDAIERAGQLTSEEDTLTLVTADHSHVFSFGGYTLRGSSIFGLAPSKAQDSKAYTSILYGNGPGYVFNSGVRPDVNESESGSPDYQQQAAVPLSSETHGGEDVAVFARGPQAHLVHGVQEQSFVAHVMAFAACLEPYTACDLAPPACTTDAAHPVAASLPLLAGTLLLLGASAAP
A3A deaminase: inhibitors of human APOBEC3A DNA deaminase; P31941; recombinant A3A, FAM/TAMRA ssDNA deamination fluorescence; inhibition, % at 20 µM; 330,000 compounds, 0.41% hits;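 active = at least 40% inhibition at 20 µM here, with at most 30% in a related deaminase screen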;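 also: plate controls were A3A with DMSO for no effect and wells lacking A3A enzyme for full effect; some results filed as inactive read as strong as hits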
hIAP activ: increases human intestinal alkaline phosphatase activity. AID 2524. 330,000 compounds, 0.16% hits. activation factor at 10 µM. purified human IAP, CDP-Star luminescence, 30 min; stronger effect = higher value; 1 = vehicle-only enzyme, 0 = enzyme-free background. P09923;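 active = activation factor of the enzyme at least 2-fold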; also: the source names both 10 and 20 µM as test concentration; values of inactives mirror those of a sister screen read the other way
The depositor's hits bear a star.

no.	smiles	ATG4B inh	PfGluPho inh	mIAP block	HKDC1 inh	mIAP activ	hIAP inh	A3A deaminase	hIAP activ
1	CCCCCCc1nnc(NC(=O)c2ccco2)s1	4	-19	-1	-4	1	10	-1	0.9
2	CCOc1nc2cnccc2n(CC(=O)Nc2ccccc2C(=O)OC)c1=O	-4	4	2	-7	0.98	18	0	0.82
3	O=C(Nc1nc(-c2ccc(F)cc2)cs1)C1CCCO1 (stereo not given)	-8	-6	16	-1	0.84	13	1	0.87
4	C=CCn1c2ccccc2c(=O)c2cc(C#CC[C@@H](C)O)ccc21	-4	67*	-28	10	1.3	0	-4	0.99
5	CCN(C(=O)COC(=O)CCc1ccccc1)c1ccccc1	1	2	5	-1	0.95	-8	-3	1.1
6	COc1cccc(-n2nc(-c3ccnn3-c3ccc(C)cc3)c(=O)n(C)c2=O)c1	-2	0	-7	-6	1.1	3	-4	0.97
7	O=C(NN1CCOCC1)NC12CC3CC(CC(C3)C1)C2	-2	-21	4	-6	0.96	-8	30	1.1
8	CCOc1cccc2sc(=NC(=O)c3ccco3)n(CC(=O)OC)c12	-9	22	-12	-3	1.1	-17	-6	1.2
9	CSc1cccc(NC(=O)c2nnn(CC(=O)Nc3cc(C)cc(C)c3)c2N)c1	5	-1	13	-6	0.87	-9	-5	1.1
10	CN=C(NC#N)SCC(=O)c1ccc(Cl)cc1Cl	9	-11	0	11	0.99	-3	0	1
11	CO/N=C/CC(=O)Nc1ccc(F)cc1F	-6	-11	3	5	0.97	2	-2	0.98
12	Cc1cc(OC(=O)c2ccccc2F)c([N+](=O)[O-])c(=O)[nH]1	2	-7	-6	-3	1.1	-5	1	1.1
13	COc1ccc(Cl)cc1NC(=O)CSc1nc(-c2ccccc2)cc(=O)[nH]1	2	-13	13	-1	0.87	5	-7	0.95
14	COc1cc(CNC(=O)C2CCCC2)cc(OC)c1OC	-2	0	0	-4	1	0	-2	1
15	CN(CC(=O)Nc1cccc(F)c1)C(=O)c1ccc2c(c1)CC(c1ccccc1)OC2=O (stereo not given)	-12	3	6	6	0.94	-13	-1	1.1
16	c1ccc2c(Oc3ccc4c(c3)OCO4)nncc2c1	-5	-15	-2	-7	1	-11	-1	1.1
17	Cc1cc(=O)n2nc(N3CCC(C(=O)NCc4ccco4)CC3)sc2n1	-1	-1	-3	-4	1	-7	-5	1.1
18	Cc1sc2ncnc(N3CCN(Cc4ccccc4)CC3)c2c1-c1ccc(F)cc1	9	13	11	2	0.89	4	-1	0.96
19	Cc1ccn(C(=O)c2ccc(NC(=O)C3CCCCC3)cc2)n1	2	7	-2	-2	1	-9	0	1.1
20	COc1ccc(NC(=O)C2CCN(c3nc(C)nc4c3CCC4)CC2)cc1	4	-12	0	-5	1	2	-2	0.98
21	CCOC(=O)C1(C)NC(c2ccc(OC)cc2OC)C2C(=O)N(CC)C(=O)C21 (stereo not given)	1	-6	-8	-1	1.1	-15	2	1.1
22	O=C(c1ccc(=O)[nH]n1)N1CCc2ccccc2C1	6	-13	9	4	0.91	10	-2	0.9
23	Cc1ccc(S(=O)(=O)NCC(=O)OCC(=O)NCc2ccco2)cc1	1	-1	-7	-7	1.1	13	-5	0.87
24	COCCOC(=O)c1c(NC(=O)CN2CCOCC2)sc(C(N)=O)c1C	-6	-4	34	-4	0.66	4	1	0.96
25	Cc1cc(C)n2nc3ccccc3c2n1	-8	6	3	-5	0.97	-7	-4	1.1
26	CCN(c1ccccc1)S(=O)(=O)c1cc(NC(=O)COC(=O)C2CC2)ccc1Cl	-7	-8	-16	2	1.2	4	23	0.96
27	COC(=O)c1ccc(NC(=O)c2cccc(NC(=O)c3ccccc3)c2)cc1	3	-4	-8	8	1.1	-22	-3	1.2
28	CCC(C)N(C(=O)c1csnn1)C(C(=O)NC1CCCC1)c1ccccc1F (stereo not given)	-6	-15	-5	3	1.1	17	-5	0.83
29	O=C(Cn1ccnc1)c1ccc(O)c(O)c1	-6	-31	10	-1	0.9	41*	-1	0.59
30	CC(=O)Oc1ccc(/C=C(\NC(=O)c2ccco2)C(=O)NCc2ccccc2)cc1	2	2	6	-5	0.94	-8	-3	1.1
31	CN1CCN(c2oc(-c3ccco3)nc2S(=O)(=O)c2ccccc2)CC1	-7	7	-4	-7	1	-10	-11	1.1
32	CN(C(=O)c1cccc(S(=O)(=O)N2CCCCC2)c1)C1CCS(=O)(=O)C1 (stereo not given)	4	-3	-2	-4	1	9	0	0.91
33	CCOc1ncccc1C(=O)Nc1ncc(C)s1	12	-13	22	-8	0.78	-1	-2	1
34	CCN(CC(=O)Nc1ccc2c(c1)OCCO2)C(=O)CC(NC(C)=O)c1ccccc1 (stereo not given)	4	-15	1	-4	0.99	6	1	0.94
35	CC(C)CCNC(=O)C(c1ccc(O)cc1)N(C(=O)C1COc2ccccc2O1)c1cccc(O)c1 (stereo not given)	-11	25	3	3	0.97	19	-5	0.81
36	O=C(CSc1nc2ccccc2[nH]1)NCC1CCCO1 (stereo not given)	1	-4	-5	-11	1	3	-1	0.97
37	CC1(C)CC(=O)C2=C(C1)N=c1s/c(=C/c3ccc(F)c(F)c3)c(=O)n1C2c1ccc(F)cc1 (stereo not given)	-17	1	22	8	0.78	14	0	0.86
38	CCOc1ccccc1C1C(C#N)=C(N)Nc2onc(-c3ccccc3)c21 (stereo not given)	-11	4	4	1	0.96	-28	0	1.3
39	C/C(=N\Nc1nc2ccccc2[nH]1)c1ccc(N2CCOCC2)cc1	5	-8	-38	-4	1.4	-54	-6	1.5
40	Cc1cccc(C2c3[nH]c4ccccc4c3CCN2C(=O)c2ccc(=O)[nH]c2)n1 (stereo not given)	-1	-2	-2	-5	1	-13	0	1.1
41	c1ccc(CN(Cc2cccs2)C(c2cccs2)c2nnnn2C2CCCC2)cc1 (stereo not given)	0	13	-12	7	1.1	9	-2	0.91
42	NNC(=O)c1[nH]c2ccc([N+](=O)[O-])cc2c1-c1ccccc1	12	9	15	5	0.85	-9	1	1.1
43	Cc1occc1C(=O)N=Nc1c(O)n(C)c2ccccc12	6	-6	3	0	0.97	-12	2	1.1
44	NC(=S)N=Nc1c(O)n(C2OC(=O)c3ccccc32)c2ccccc12 (stereo not given)	3	-9	12	8	0.88	-9	2	1.1
45	COc1ccc(NC(=O)CN(C)C(=O)c2cc3c(s2)CCCCC3)cc1	-7	-5	-7	4	1.1	-16	-3	1.2
46	COc1ccc(C(=O)N/C(=C\c2ccc(Cl)cc2)C(=O)NCC2CCCO2)cc1 (stereo not given)	3	-16	-3	-1	1	2	1	0.98
47	CC1CCN(S(=O)(=O)c2cc(F)ccc2CN2C(=O)c3cccnc3C2=O)CC1	4	-22	0	2	1	-6	-3	1.1
48	Cc1ccc(Cn2nc3c4cc(F)ccc4n(Cc4ccc(F)cc4)cc-3c2=O)cc1	-4	-3	18	2	0.82	21	0	0.79
49	CC(NC(=O)C12CC3CC(C1)CC(n1cncn1)(C3)C2)C12CC3CC(CC(C3)C1)C2 (stereo not given)	-7	6	-4	2	1	-15	2	1.1
50	CC(NS(=O)(=O)c1ccc([N+](=O)[O-])cc1)C(c1cccs1)N1CCOCC1 (stereo not given)	-2	-16	4	6	0.96	-10	-5	1.1
51	COc1ccc([N+](=O)[O-])cc1NC(=O)C1CCCCC1C(=O)O (stereo not given)	-11	-12	-11	-3	1.1	-4	-2	1
52	Cn1c(CS(=O)Cc2c(Cl)cccc2Cl)nnc1SCc1c(Cl)cccc1Cl (stereo not given)	7	-9	-2	-6	1	20	-1	0.8
53	CCCCN(C(=O)C1=COCCO1)c1c(N)n(CCC)c(=O)[nH]c1=O	0	-2	7	-4	0.93	1	-4	0.99
54	COc1ccc(NC(=O)CSc2n[nH]c(-c3ccncc3)n2)cc1Cl	3	-16	10	14	0.9	-2	0	1
55	Cc1cc(NC(=O)CSCC(=O)Nc2cc(C(F)(F)F)ccc2N2CCOCC2)no1	-5	5	-8	-1	1.1	-9	0	1.1
56	CC1CCCC(C)N1C(=O)COc1ccc([N+](=O)[O-])cc1Cl (stereo not given)	-3	-1	3	-6	0.97	-6	1	1.1
57	C=CCn1c(SCn2nnc3ccccc3c2=O)nc2scc(-c3cccs3)c2c1=O	-6	5	12	6	0.88	11	0	0.89
58	O=C(c1cc(F)ccc1F)C1CCCN(C(=O)c2ccco2)C1 (stereo not given)	-10	-2	15	-4	0.85	1	-1	0.99
59	C=CCn1c(NCc2ccc(OC)cc2)nc2ccccc21	1	0	8	-3	0.92	-1	-2	1
60	O=C(CNCCc1ccccc1)Nc1ccc(C(=O)N2CCCCC2)cc1	1	-15	9	3	0.91	-2	0	1

Arranged by SMILES length (descending): three of the compounds above
no.	smiles	ATG4B inh	PfGluPho inh	mIAP block	HKDC1 inh	mIAP activ	hIAP inh	A3A deaminase	hIAP activ
55	Cc1cc(NC(=O)CSCC(=O)Nc2cc(C(F)(F)F)ccc2N2CCOCC2)no1	-5	5	-8	-1	1.1	-9	0	1.1
51	COc1ccc([N+](=O)[O-])cc1NC(=O)C1CCCCC1C(=O)O (stereo not given)	-11	-12	-11	-3	1.1	-4	-2	1
56	CC1CCCC(C)N1C(=O)COc1ccc([N+](=O)[O-])cc1Cl (stereo not given)	-3	-1	3	-6	0.97	-6	1	1.1

The listing continues.
no.	smiles	ATG4B inh	PfGluPho inh	mIAP block	HKDC1 inh	mIAP activ	hIAP inh	A3A deaminase	hIAP activ
61	COCCCNC(=S)N(Cc1ccccc1)Cc1nc2ccccc2c(=O)[nH]1	2	1	-2	-11	1	2	-2	0.98
62	CCCCNS(=O)(=O)c1ccc2nc(-c3cccnc3)cc(C(=O)NC(C)C)c2c1	-2	12	12	4	0.88	6	1	0.94
63	Cc1ccc(NC(=O)C2CCN(S(C)(=O)=O)CC2)cc1	1	-4	4	-12	0.96	3	3	0.97
64	Cc1cc(NC(=O)COC(=O)C2CCC(=O)N2)c([N+](=O)[O-])cc1C (stereo not given)	-40	-2	-8	-3	1.1	-21	2	1.2
65	COC(=O)c1sccc1NC(=O)Nc1ccc(F)cc1F	-2	1	-4	4	1	10	0	0.9
66	COc1cccc(NC(=O)CN(C)C(=O)c2cccnc2Sc2ccc(C)c(C)c2)c1	-11	12	-16	-2	1.2	6	-2	0.94

Bioassay records as filed in PubChem.
